Lipid storage S3: qHTS Assay for Lipid Storage Modulators in Drosophila S3 Cells; actives 0.64% (n = 320,000); AID 2685; Drosophila S3 cells, BODIPY lipid droplet fluorescence, 18-24 h; cells fed with added oleic acid; lipid storage change, negative = inhibition, % at the top dose, mostly 46.1 µM; hits show Potency in µM; active = well fitted inhibition curve with a large enough effect in the signal ratio, with a control signal flat, not every such curve was filed as active; inconclusive = small, poorly fitted or top-dose-only effect, or effect the other way, or a change in a side signal; the % refers to the signal ratio
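Laser-scanning cytometry quantifies lipid droplet accumulation (500–530 nm total intensity; droplet/cell object ratio) in oleic acid-fed (400 uM added) Drosophila S3 cells treated with a concentration series. 20 uM Triacsin C defined 100% inhibition.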
Lipid storage S3 cell count max: second read-out of Lipid storage S3, no call of its own (marks repeat the call); cell number change, %; measured here: cell count max response;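 cells counted by Cell Tracker Red CMTPX staining in the red channel; peak over a dose series mostly up to 46.1 µM; percent activity relative to internal control wells on each plate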
* hit, by the source's call; i = inactive; ? = inconclusive; . = no result given; [ ] = another dose, or the depositor's remark. % is scaled to controls: 0 for no effect and ±100 for the full control effect; potency is read from the fitted curve at half-maximal effect. The list is partial; rates above refer to the full screens.

SMILES	Lipid storage S3	Lipid storage S3 cell count max
Cc1sc2ncnc(N3CCC(C(=O)Nc4nc5ccc(Cl)cc5s4)CC3)c2c1C	?	.
CC1(O)C(=O)c2ccccc2N(c2ccccc2)C1=O (stereo not given)	-1.4%	5.5
COc1ccc(-c2noc(-c3ccccc3-c3ccccc3)n2)cc1	?	.
CCOc1ccc(/C=N/OCC(=O)Nc2ccc3c(c2)OCO3)cc1	i	.
CN(c1ccccc1)S(=O)(=O)c1ccc(NC(=O)c2ccco2)cc1	?	.
O=S(=O)(Nc1ccc2c(c1)nc1n2CCN(Cc2ccccc2)C1)c1ccc(Cl)cc1	?	.
CCC(CC)c1nnc(NC(=O)C2CC(=O)N(CCc3ccc(OC)c(OC)c3)C2)s1 (stereo not given)	?	.
O=C(/C=C/c1ccccc1)C1=C(O)C(=O)N(CCO)C1c1cccc([N+](=O)[O-])c1 (stereo not given)	9.9%	7.2
CCOC(=O)/C(=N\Nc1cccc(C(F)(F)F)c1)N(CCOC)CCOC	?	.
COc1ccc(C(=O)CCC(=O)O)c(C)c1	?	.
Cc1ccc(Cc2c(C)nc3nc(SCC(=O)NCCCN4CCCC4)nn3c2C)cc1	i	6.6
CCOc1ccc(NC(=O)c2cnc3scc(C)n3c2=O)cc1	?	.
CCCNC(=O)CSc1nc2ccc(OCC)cc2s1	?	.
Cc1ccccc1NC(=O)CSc1ccc(-c2ccco2)nn1	6.3%	-9.6
CCOc1ccc(C(=O)NN2C(=O)C3C4C=CC(O4)C3C2=O)cc1 (stereo not given)	?	.
CCCN=C1N/C(=C\c2ccco2)C(=O)N1c1ccccc1	?	.
COc1cccc(N2CCN(C3CC(=O)N(c4ccc(Cl)c(Cl)c4)C3=O)CC2)c1 (stereo not given)	?	.
CC(C)(C)C(=O)NC(=S)Nc1ccccn1	?	.
O=C(N/N=C/c1ccco1)c1cc(Br)ccc1OCc1ccccc1	10.7%	-9.0
Cc1ccc(CN2C(=O)CC(Nc3ccc(N4CCOCC4)cc3)C2=O)cc1 (stereo not given)	i	-11.6
O=C(CSc1nc2nn(-c3ccccc3)c(=O)c-2c2n1CCCCC2)NCCCc1ccccc1	?	.
COC(=O)c1ccc(CN2CCC(n3nccc3NC(=O)C3CC3)CC2)cc1	i	-5.9
Cc1cccc(NC(=S)N2CCCC(c3nc4ccccc4[nH]3)C2)c1 (stereo not given)	7.2%	-1.2
CC(=O)c1ccc(N2CCN(C(=O)c3ccc4c(=O)n(-c5ccccc5)c(=O)[nH]c4c3)CC2)cc1	?	.
CCC(CC)C(=O)NCc1ccc(Cl)cc1	?	.
CC(C)(CC(=O)O)CC(=O)Nc1ccc(Oc2ccc(C(C)(C)C)cc2)nc1	0.0%	-13.8
COC(=O)C1=C(C)NC2=C(C(=O)CCC2)C1c1cccs1 (stereo not given)	1.7%	.
CC(=O)OCC(=O)NCc1ccc2c(c1)OCO2	?	.
CCOCCCNC(=O)C(NC(=O)CC1NC(=O)NC1=O)c1ccc(Cl)cc1 (stereo not given)	?	.
CC(Oc1ccccc1)C(=O)Nc1ccc(S(=O)(=O)N2CCCC2)cc1 (stereo not given)	?	.

Filtered by structure: the compounds so far with an aryl methoxy group
SMILES	Lipid storage S3	Lipid storage S3 cell count max
COc1ccc(-c2noc(-c3ccccc3-c3ccccc3)n2)cc1	?	.
CCC(CC)c1nnc(NC(=O)C2CC(=O)N(CCc3ccc(OC)c(OC)c3)C2)s1 (stereo not given)	?	.
COc1ccc(C(=O)CCC(=O)O)c(C)c1	?	.
COc1cccc(N2CCN(C3CC(=O)N(c4ccc(Cl)c(Cl)c4)C3=O)CC2)c1 (stereo not given)	?	.

The listing picks up with the four entries that preceded the break.
SMILES	Lipid storage S3	Lipid storage S3 cell count max
COC(=O)C1=C(C)NC2=C(C(=O)CCC2)C1c1cccs1 (stereo not given)	1.7%	.
CC(=O)OCC(=O)NCc1ccc2c(c1)OCO2	?	.
CCOCCCNC(=O)C(NC(=O)CC1NC(=O)NC1=O)c1ccc(Cl)cc1 (stereo not given)	?	.
CC(Oc1ccccc1)C(=O)Nc1ccc(S(=O)(=O)N2CCCC2)cc1 (stereo not given)	?	.
COCCNC(=O)C(=O)NNS(=O)(=O)c1ccc(Cl)cc1	0.4%	-17.3
C/C(=N\NC(=O)c1cccc(S(=O)(=O)N2CCCC2)c1)c1ccc(C)cc1	?	.
C/C(=N\NC(=O)c1ccccc1)c1ccc(NC(=O)c2cccs2)cc1	-1.1%	-0.6
CCOC(=O)C1=C(COC(=O)/C=C/c2ccc(C)o2)NC(=O)NC1C (stereo not given)	?	.
Fc1cccc(Cl)c1CSc1nnc(COc2cccc3cccnc23)o1	?	.
O=C(Nc1nc2ccc3ccccc3c2s1)c1ccc(N2CCCCC2)c([N+](=O)[O-])c1	-2.7%	-15.1
CCOC(=O)N1CCN(c2nnnn2-c2ccccc2)CC1	17.5%	18.8
COc1cc(/C=N/NC(=O)c2cccc([N+](=O)[O-])c2)cc(OC)c1O	0.3%	3.5
COc1ccc(C(=O)NCCc2ccccc2F)cc1OC1CCN(C(C)=O)CC1	?	.
CC(=O)OCCCNc1cc(SCc2ccco2)c2nonc2c1[N+](=O)[O-]	-26.6%	-17.5
CCn1c(=N)n(CC(=O)c2ccc(OC)cc2)c2ccccc21	?	.
CNC(=S)NC(CC(=O)OC)c1ccc2c(c1)OCO2 (stereo not given)	11.5%	19.1
COc1cc(OC)cc(-c2sc3ccc(OC)cc3c2C#CCCO)c1	?	.
Cc1cc(=O)c2cc3nc(-c4cccnc4)oc3c(Br)c2o1	?	.
O=C(O)CN(c1cccc(C(F)(F)F)c1)S(=O)(=O)c1ccccc1	?	.
COc1ccc(NC(=O)NC(C)c2ccc3c(c2)OCO3)cc1OC (stereo not given)	i	-21.3
COc1ccccc1CNC(=O)C1CCN(S(=O)(=O)c2ccc(N3CCCC3=O)cc2)CC1	i	16.5
CC1(C(=O)N(CC(=O)NC2CCCC2)Cc2ccco2)CC(=O)N=C2C=CC=CN21 (stereo not given)	?	.
COc1cc2c(cc1OC)CN(Cc1cc(=O)oc3cc(C)c(Cl)cc13)CC2	?	.
Cc1cccn2c(=O)nc(SCC(=O)Nc3ccc4c(c3)OCCO4)nc12	?	.
Cc1ccc(C(=O)NC(Cc2c[nH]c3ccccc23)C(=O)O)o1 (stereo not given)	?	.
Brc1cnc2nc(SC/C=C/c3ccccc3)[nH]c2c1	-2.1%	1.5
CCN(CC)CCCNC(=O)c1ccc(C)c(NC(=O)C2=C(C)OCCS2)c1	?	.
COc1ccccc1N1C(=O)CSC1=S	2.7%	-11.5
Cc1ccc(CNc2cnn(C34CC5CC(CC(C5)C3)C4)c(=O)c2Cl)cc1	-25.2%	18.9
Cc1ccc(C(=O)N/C(=C\c2cccs2)C(=O)NCCCn2ccnc2)cc1C	i	.
Cc1cc(C(=O)NNC(=O)COc2c(C)cc(Br)cc2C)n[nH]1	?	.
Cn1c(=O)c2[nH]c(=O)cnc2n(C)c1=S	-1.7%	3.8
CCC(C)c1ccccc1N1CC(C(=O)N(C)CC(=O)Nc2cccc(F)c2)CC1=O (stereo not given)	?	.
O=C(CN1C(=O)c2ccccc2S1(=O)=O)c1ccc(O)c(O)c1	?	.
CCc1noc(C)c1C(=O)N1CCN(S(=O)(=O)c2ccc(Cl)cc2)CC1	?	.
CC1=NOC(=O)/C1=C\c1ccc2c(c1)OCO2	?	.
Cc1noc(C)c1C(=O)Nc1ccc2ccccc2c1	?	.
NC(=O)c1cc2ccccc2o/c1=N\NC(=O)c1ccc(F)cc1	-0.2%	-6.4
NC(=NC(=O)c1ccccc1)N1N=CCC1c1ccccc1 (stereo not given)	?	.
COCC(C)n1c(-c2ccc3c(c2)NC(=O)CO3)csc1=Nc1ccc(OC(F)F)cc1 (stereo not given)	?	.
COc1ccccc1N1CCN(C/C(O)=C(\C#N)c2nc(-c3ccccc3)cs2)CC1	?	.
Cc1cccc(C)c1NC(=O)CNC(=O)c1cn(-c2ccccc2)nc1-c1ccccc1	i	-4.5
Cc1ccc(NC(=O)N2CCCC2C(=O)NCCC2=CCCCC2)cc1 (stereo not given)	?	.
Cc1ccc2c(c1)NC(=O)CC(c1ccccc1)=N2	-1.0%	-9.3
CNC(=O)Nc1cc(NC(=O)NC)cc(C(F)(F)F)c1	-6.2%	9.2
O=[N+]([O-])c1ccc(Nc2ccccc2)c2nonc12	?	.
COC(=O)c1ccccc1NC(=O)CCS(=O)(=O)c1cc2c(cc1C)NC(=O)CO2	?	.
NC(=O)Cn1c(=O)n(C2CCCCC2)c(=O)c2c3c(sc21)CCCCC3	5.4%	10.9
O=C(O)c1ccccc1-c1ccccc1C(=O)Nc1ccc(F)cc1	2.8%	1.5
CCS(=O)(=O)N1CCC(C(=O)Oc2ccccc2OC)CC1	i	15.2
COc1ccccc1/C=C(/C(=O)OCC(=O)N(C)Cc1ccccc1)c1ccccc1	-9.0%	4.6
CC1CCC(NC(=O)CSc2nnnn2C)CC1 (stereo not given)	6.7%	9.3
CCOC(=O)C1CCN(C(=O)C2CCN(S(=O)(=O)c3cccc4cccnc34)CC2)CC1	0.4%[9.22 µM]	6.3
CC(=O)C1=C(C)Nc2ncnn2C1c1ccc(F)cc1 (stereo not given)	?	.
CCCn1nc(NC(=O)c2ccco2)c2cc3cc(C)ccc3nc21	-6.4%	7.9
O=C(/C=C/Nc1cccc(C(F)(F)F)c1)c1ccco1	12.2%	1.4
Cc1cc(OCc2ccc(C(=O)Nc3ccc(C(=O)O)cc3)o2)ccc1Cl	i	2.5
CN(C)/C=C/C(=O)c1ccc(F)cc1F	6.0%	1.6
CCNC(=O)NC(=O)CSc1nc2ccccc2n1CCOC	-18.2%	-18.5
O=C(Nn1cnc2ccccc2c1=O)c1cccc(Cl)c1	?	.
O=C(CN1CCN(C/C=C/c2ccccc2)CC1)Nc1cc([N+](=O)[O-])ccc1Cl	i	-8.2
COc1ccc(NC(=O)c2cccc(S(=O)(=O)N3CCCC3)c2)cc1OC	-17.0%	-16.5
CC(CCN1C(Nc2ccccc2)=NC[C@@H]1Cc1ccccc1)c1ccccc1 (stereo not given in full)	?	.
O=C(COC(=O)c1ccco1)Nc1ccc2[nH]c(=O)[nH]c2c1	13.7%	8.7

Later entries:
SMILES	Lipid storage S3	Lipid storage S3 cell count max
COc1ccc(NC(=O)CN2CCN(c3ccccc3Cl)CC2)cc1	i	.
Cc1ccc(C(=O)NCCN2CCOCC2)cc1C	i	20.6
CCN(Cc1ccncc1)C(=O)c1cc(COc2ccc(F)cc2Cl)on1	?	.
Cc1ccc([N+](=O)[O-])c(OCCn2cnc3ccccc32)c1	?	.
NS(=O)(=O)c1ccc(Sc2nc3ccccc3s2)c([N+](=O)[O-])c1	-1.8%	16.1
COc1ccc(-c2cc3nc(C)cc(NCCO)n3n2)cc1	?	.
O=c1[nH]c2ccc(Cl)cc2c(=O)n1Cc1ccco1	?	.
O=C1NC(=O)/C(=C\c2cn(CC(=O)N3CCOCC3)c3ccccc23)S1	?	.
CN(C(=O)COC(=O)COc1ccc(Cl)cc1)C1CCCCC1	-15.7%	-6.0
Cc1cc(C)c(-c2csc(NC(=O)c3n[nH]c(=O)c4ccccc34)n2)c(C)c1	?	.
COc1ccc(CCNC(=O)c2cccc(S(=O)(=O)N3CCCCC3)c2)cc1	?	.
COc1ccccc1NC(=O)CSc1nnc(-c2ccncc2)o1	?	.
COc1ccc(-c2noc(C3CCCN(C(=O)Nc4ccccc4F)C3)n2)cc1 (stereo not given)	-5.4%	-2.0
O=c1c(=O)n2c(nn1Cc1ccc(F)cc1)sc1ccccc12	14.1%	-9.0
CCOC(=O)C1CCCN(C(=O)c2cccs2)C1 (stereo not given)	?	.
COc1ccc2cc3c(N)nn(C(=O)c4ccc(Cl)c([N+](=O)[O-])c4)c3nc2c1	7.9%	9.6
COc1ccc(C(=O)Nc2ccc3oc(-c4cccc(F)c4)nc3c2)cc1OC	?	.
COc1ccc(-c2ccc3c(N)c(C(=O)c4cccc(OC)c4)sc3n2)cc1	?	.
Cc1cc(Nc2cccc(C)c2C)n2nc(C)nc2n1	0.8%	10.4
CCn1c(SCC(=O)Nc2ccc(OC)cc2)nc2c(c1=O)SCC2	20.6%	.
CCOC(=O)c1c(NC(=O)c2ccccc2)sc2c1CCc1ccccc1-2	?	.
COC(=O)Nc1ccc(S(=O)(=O)NC2CCS(=O)(=O)C2)cc1 (stereo not given)	12.7%	10.6
O=C(/C(=C/c1ccc(Cl)cc1)c1nc2ccccc2[nH]1)c1cccs1	?	.
COc1ccc(/C=N/n2c(C3CCCCC3)n[nH]c2=S)c(OC)c1	i	-16.7
O=C(CNS(=O)(=O)c1ccc(Br)s1)NCc1ccccc1	i	12.6
CCN(CC)C(=O)CC(c1ccc(N(C)C)cc1)c1c(OC)cc(OC)c2ccc(=O)oc12 (stereo not given)	0.4%	7.6
COC(=O)[C@@]12CCCN1[C@H](c1ccc(-c3ccc(OC)cc3)c(OC)c1)[C@@H]1C(=O)N(C)C(=O)[C@@H]12	?	.

Bioassay records: PubChem BioAssay, National Center for Advancing Translational Sciences (NCATS)
